pCIP destab = p/CIP-EGFP fusion destabilizers, primary screen, fluorescence, F442A cells | AID 1984, 2009 | 290,000 compounds, 0.01% hits | 16 h | decrease of EGFP signal, % at 10 µM | Q05BA5;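 active = EGFP signal decrease of at least 30% at 10 µM or well 3 SD below plate mean, unless failing retest; inactive = the rest, including hits failing retest or dose response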; note: some compounds called inactive have numbers as strong as hits; many of its hits are not listed in these tables
Target sequence (Q05BA5 1-1403): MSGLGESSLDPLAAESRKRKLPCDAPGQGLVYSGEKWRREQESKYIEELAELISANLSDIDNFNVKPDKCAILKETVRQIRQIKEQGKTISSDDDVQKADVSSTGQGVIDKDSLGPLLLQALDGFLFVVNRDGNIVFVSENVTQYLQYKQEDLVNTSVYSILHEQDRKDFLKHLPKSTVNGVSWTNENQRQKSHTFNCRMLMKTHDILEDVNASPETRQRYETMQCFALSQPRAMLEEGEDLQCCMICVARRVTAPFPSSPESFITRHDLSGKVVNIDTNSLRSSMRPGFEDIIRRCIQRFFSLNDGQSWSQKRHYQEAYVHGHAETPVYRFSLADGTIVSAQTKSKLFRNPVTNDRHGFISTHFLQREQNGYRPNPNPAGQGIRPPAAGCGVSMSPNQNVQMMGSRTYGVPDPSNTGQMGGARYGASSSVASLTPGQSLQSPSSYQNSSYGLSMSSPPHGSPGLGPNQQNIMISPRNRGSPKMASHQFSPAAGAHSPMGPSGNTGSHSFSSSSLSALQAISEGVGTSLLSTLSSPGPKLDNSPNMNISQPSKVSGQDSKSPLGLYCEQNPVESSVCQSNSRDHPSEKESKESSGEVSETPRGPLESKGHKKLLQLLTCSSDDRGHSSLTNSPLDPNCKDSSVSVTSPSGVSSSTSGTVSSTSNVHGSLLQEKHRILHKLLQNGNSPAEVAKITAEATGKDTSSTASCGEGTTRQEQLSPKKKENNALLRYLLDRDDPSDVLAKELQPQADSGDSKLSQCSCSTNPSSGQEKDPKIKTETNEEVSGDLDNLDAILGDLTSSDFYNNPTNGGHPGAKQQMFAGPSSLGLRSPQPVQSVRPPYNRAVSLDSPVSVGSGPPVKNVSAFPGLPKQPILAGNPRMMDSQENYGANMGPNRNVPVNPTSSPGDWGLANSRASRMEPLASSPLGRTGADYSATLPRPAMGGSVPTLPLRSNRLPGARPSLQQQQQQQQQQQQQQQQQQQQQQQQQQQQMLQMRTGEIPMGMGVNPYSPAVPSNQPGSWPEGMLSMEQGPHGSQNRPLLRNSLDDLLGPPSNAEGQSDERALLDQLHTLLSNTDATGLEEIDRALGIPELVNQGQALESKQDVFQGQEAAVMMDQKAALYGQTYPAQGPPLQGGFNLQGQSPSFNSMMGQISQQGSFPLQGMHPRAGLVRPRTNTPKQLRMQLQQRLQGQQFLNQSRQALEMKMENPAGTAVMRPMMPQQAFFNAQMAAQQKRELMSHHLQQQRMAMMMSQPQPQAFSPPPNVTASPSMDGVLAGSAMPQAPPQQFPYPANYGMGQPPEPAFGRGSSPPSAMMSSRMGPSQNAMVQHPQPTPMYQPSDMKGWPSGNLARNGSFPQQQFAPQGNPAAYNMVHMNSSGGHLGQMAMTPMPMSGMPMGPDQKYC
UBC9 SUMO inh = inhibitors of in vitro SUMOylation cascade, primary screen, biochemical, HTRF, uHTS; SUMO-conjugating enzyme UBC9 (Homo sapiens), P63279; HTRF SUMOylation assay, SAE1/SAE2 + UBC9; inhibition, % at 35 µM; 290,000 compounds, 0.36% hits; AID 2006, 2009; in the data active = inhibition above about 50%, passing the limit was not always enough; note: strong numbers were not always called active
IDE act = human IDE activators in live cells, primary screen, fluorescence polarization, HEK cells, FAbeta-B substrate. Insulin-degrading enzyme (Homo sapiens), P14735. FAbeta-B cleavage; 0% vehicle, 100% cell-free pure enzyme wells. activation, % at 5.96 µM. 340,000 compounds, 0.073% hits;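 active = activation above the mean of all tested compounds plus 3 SD, set per screening campaign, cut at about 17% in these data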
NALP1 yeast inh = NALP1 inflammasome inhibitors in reconstituted yeast, colorimetric, S. cerevisiae, triplicate retest; 280,000 compounds, 0.61% hits; inhibition, % at 10 µM; S. cerevisiae NALP1/ASC/caspase-1 growth, X-gal OD620, 72 h; in the data active = inhibition mostly above about 24%, no sharp cut-off; inactive = mostly below about 32%; note: some compounds called inactive have numbers as strong as hits
IDE cell inh = human IDE inhibitors in live cells, primary screen, fluorescence polarization, HEK cells, FAbetaB substrate. inhibition, % at 5.59 µM. Insulin-degrading enzyme (Homo sapiens), P14735. 320,000 compounds, 0.41% hits. FAbetaB cleavage;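 active = percent inhibition above the average of all tested compounds plus 3 SD, set per screening campaign, cut at about 16% in these data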;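 note: IDE supplied by intact live HEK cells; FP after avidin binding of uncleaved biotin substrate so inhibition keeps polarization high; 0% = DMSO wells and 100% = 60 µM reference IDE inhibitor Ii1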
MEKK2mut PB1 HTS = MEK5 binding signal on mutant MEKK2 PB1, primary screen, biochemical, multiplex bead flow cytometry, Alexa488-MEK5; AID 1530, 2009; Alexa488-MEK5 binding to MEKK2 mutant; percent response, % at 10 µM; 290,000 compounds, 0.35% hits; in the data active = percent response above about 24%, passing the limit was not always enough; note: inactives centre near 1; some results filed as inactive read as strong as hits; reference of the scale not given here
MEKK2wt PB1 HTS = modulators of MEK5 binding to wildtype MEKK2, primary screen, biochemical, multiplex bead flow cytometry, Alexa488-MEK5 | Mitogen-activated protein kinase kinase kinase 2 (Homo sapiens), Q9Y2U5 | Alexa488-MEK5 binding to MEKK2 WT; actives lie on both sides | binding response (% of control), % at 10 µM | 290,000 compounds, 1.1% hits; in the data active = binding response below about 67% or above about 130%
PfM18AAP inh = PfM18AAP inhibitors, malaria aminopeptidase, primary screen, biochemical, QFRET, recombinant enzyme. M18 aspartyl aminopeptidase (Plasmodium falciparum 3D7). inhibition, % at 7.35 µM. 290,000 compounds, 1.2% hits. H-Glu-NHMec fluorogenic cleavage;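 active = inhibition above the campaign mean inhibition over all tested compounds plus 3 SD, cut at about 28% in these data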;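 note: 0% = plate median of test compound wells and 100% = 2 mM ZnCl2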
MEKK3 PB1 HTS = modulators of MEKK3-MEK5 PB1 binding, primary screen, biochemical, wildtype MEKK3, multiplex bead flow cytometry, Alexa488-MEK5; binding response (% of control), % at 10 µM; 290,000 compounds, 1.4% hits; bead-based flow cytometry, Alexa488-MEK5 binding to MEKK3; actives lie on both sides; 0 = blocked by unlabeled MEK5, 100 = vehicle; AID 1529, 2009;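 active = binding response more than 3 SD above or below the average of its plate-row segment, actives on both sides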;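 note: Alexa488 bead fluorescence after subtracting the streptavidin-only scavenger bead signal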
Numbers without * were called inactive; nt = no result given; [ ] = another dose, or the depositor's remark. These rows are one share of the data; rates above refer to the full screens.

canonical_smiles	pCIP destab	UBC9 SUMO inh	IDE act	NALP1 yeast inh	IDE cell inh	MEKK2mut PB1 HTS	MEKK2wt PB1 HTS	PfM18AAP inh	MEKK3 PB1 HTS
O=C(C1CCC1)N1CCc2cc(S(=O)(=O)NC3CCCc4ccccc43)ccc21 (stereo not drawn)	-6.5	2.7	8.4	-3.4	7.9	0.0	96.0	-4.7	101.0
Cc1csc(N(C)C(=O)CSc2nnc(COc3cccc4ccccc34)o2)n1	0.9	-29.9	2.5	21.8	-10.1	0.0	105.0	4.6	103.0
Cc1c(NC(=O)C(C)OC(=O)c2c3c(nc4ccccc24)CCC3)c(=O)n(-c2ccccc2)n1C (stereo not drawn)	4.0	-0.8	-0.9	26.0	0.6	18.0	115.0	0.6	96.0
CNC(=O)c1c(Br)cnn1-c1ccc(C)cc1	-9.9	14.0	1.0	-3.6	3.8	-3.0	97.0	-3.4	100.0
Cc1ccc(NC(=S)NNc2ccc([N+](=O)[O-])cc2S(=O)(=O)Nc2ccccc2C(=O)O)cc1C	-15.4	22.2	-6.8	10.5	4.9	0.0	98.0	59.0*	101.0
CSc1ccccc1C(=O)N(C)C(c1ccccc1)c1ccccc1	-19.9	10.2	-1.2	-11.6	-1.7	0.0	100.0	-7.5	102.0
COc1ccc(/C=C/C(=O)Nn2cnnc2)cc1	-2.5	-0.9	3.8	24.2	1.9	-3.0	94.0	80.5*	94.0
CCOc1cnc(-c2ccccc2F)o1	-3.0	10.2	5.0	18.0	-3.9	-4.0	93.0	-0.9	92.0
S=c1[nH]nc(-c2cc(-c3ccccc3)n[nH]2)n1/N=C/c1c2ccccc2cc2ccccc12	-3.9	-1.4	-8.6	nt	3.1	-1.0	78.0	21.0	103.0
Cc1ccc(C(=O)Nc2cccnc2)cc1Cl	0.9	9.3	0.4	7.1	-1.4	3.0	106.0	2.7	105.0
CCOC(=O)/C=C1\CN(Cc2ccc(OC)cc2)S(=O)(=O)c2ccccc21	0.1	2.9	1.1	29.4	-1.1	-5.0	95.0	8.8	100.0
CC(=O)Oc1ccc(C(=O)Nc2cccc(NC(=O)c3ccco3)c2)cc1	4.3	-15.5	-1.9	-1.3	6.0	-2.0	102.0	-0.6	100.0
COc1ccc([N+](=O)[O-])cc1C1NN=C(c2ccccc2O)S1 (stereo not drawn)	-7.1	31.4	5.8	17.1	-1.9	-4.0	97.0	-11.5	97.0
CC1CCN(C(=O)CNC(=O)CNS(=O)(=O)c2ccccc2)CC1	-6.0	5.5	6.0	13.1	2.0	13.0	107.0	-4.4	108.0
COCCNC(=S)N/N=C(\C)c1ccc(Cl)c(Cl)c1Cl	11.6	-26.3	8.2	-3.5	-3.1	3.0	107.0	-2.7	105.0
COC(=O)CC(N)c1ccc(Br)cc1 (stereo not drawn)	-4.1	-3.5	4.5	3.6	-6.8	7.0	95.0	-11.3	115.0
O=C(O)c1ccc(CNCc2cccc(Cl)c2Cl)cc1	0.6	3.9	1.4	10.6	-5.6	3.0	99.0	-5.3	97.0
COc1ccc(-n2nnnc2SCc2nc(N)nc(N3CCOCC3)n2)cc1	5.4	25.9	-1.9	3.6	-4.4	8.0	96.0	3.6	96.0
CC1(c2nnc(-c3cccc(Cl)c3)o2)CC(c2ccccc2Br)=NO1 (stereo not drawn)	-7.4	-9.5	-1.4	27.1	5.2	-8.0	96.0	3.2	98.0
C/C(=N/NC(=O)CNC(=O)c1cccs1)c1ccc(Cl)cc1	1.7	8.7	0.0	19.8	5.5	-8.0	94.0	-5.7	95.0
Cn1cc(C(=O)N2CCc3ccccc32)cn1	-9.8	-2.4	-0.7	30.6	-1.4	0.0	97.0	2.9	103.0
O=C(CCCNS(=O)(=O)c1cccc2nsnc12)NCc1ccc(F)cc1	-4.0	5.0	-2.2	33.5	0.8	10.0	114.0	-7.4	111.0
CCC(Sc1nnc(C)c(=O)[nH]1)C(=O)Nc1cccc2ccccc12 (stereo not drawn)	4.5	-7.5	-3.0	4.7	1.2	1.0	103.0	5.2	101.0
CC(=O)Nc1c(C(=O)N2CCCCCC2)cnn1-c1ccccc1	-3.6	6.4	4.6	0.7	3.3	-11.0	86.0	-1.4	81.0*[inhibitor]
COc1ccccc1NC(=O)Nc1c(C)n(C)n(-c2ccccc2)c1=O	10.7	2.4	-2.7	16.8	-2.8	-3.0	93.0	1.1	99.0
C/C(=N\NC(=O)Cc1ccc(Cl)cc1)c1ccccc1O	-15.6	5.6	1.4	4.2	2.3	21.0	105.0	19.2	103.0
Oc1ccc2ccc3cccc[n+]3c2c1	nt	nt	26.2*	nt	0.0	1.0	98.0	-12.4	95.0
Cn1c(CN2CCCC2)c(C#N)c2ccccc21	-0.3	11.7	0.4	7.2	-1.6	2.0	103.0	1.0	106.0
COc1cc(C(=O)OCC(=O)Nc2sccc2C(N)=O)cc(OC)c1OC	9.1	-1.8	3.3	11.8	-6.3	-3.0	102.0	-2.7	105.0
COC(=O)c1ccc(N2CCN(S(=O)(=O)c3ccc4ccccc4c3)CC2)c([N+](=O)[O-])c1	-3.6	-8.5	0.7	32.2	-2.4	2.0	99.0	1.0	112.0

2 neighbouring entries out of the list so far, quoted:
canonical_smiles	pCIP destab	UBC9 SUMO inh	IDE act	NALP1 yeast inh	IDE cell inh	MEKK2mut PB1 HTS	MEKK2wt PB1 HTS	PfM18AAP inh	MEKK3 PB1 HTS
C/C(=N\NC(=O)Cc1ccc(Cl)cc1)c1ccccc1O	-15.6	5.6	1.4	4.2	2.3	21.0	105.0	19.2	103.0
Oc1ccc2ccc3cccc[n+]3c2c1	nt	nt	26.2*	nt	0.0	1.0	98.0	-12.4	95.0

Other structures
canonical_smiles	pCIP destab	UBC9 SUMO inh	IDE act	NALP1 yeast inh	IDE cell inh	MEKK2mut PB1 HTS	MEKK2wt PB1 HTS	PfM18AAP inh	MEKK3 PB1 HTS
CNC(=S)N1CCN(C(=O)C2CCCO2)CC1 (stereo not drawn)	1.3	-2.3	1.4	16.4	11.2	-2.0	94.0	-2.7	67.0*[inhibitor]
C=CCn1nc2n(c1=O)-c1ccccc1SC2	1.2	22.8	-2.0	8.0	4.1	-1.0	95.0	-16.1	101.0
O=C(NCCc1ccccc1)c1ccc2c(c1)N(Cc1ccccc1)CCS2	5.5	-2.6	6.5	10.5	8.5	0.0	98.0	3.2	101.0
C=CCNC(=O)c1ccc(CN2CCC(Cc3ccccc3)CC2)cc1	-5.1	14.5	-2.2	4.6	-0.1	13.0	108.0	-2.2	105.0
COc1ccc(Cl)cc1NC(=S)N(Cc1ccccc1C)CC1CCC(C(=O)O)CC1 (stereo not drawn)	7.9	4.9	1.7	-9.3	2.4	-5.0	95.0	3.4	103.0
O=C(CSCCO)N1CCc2ccccc21	-5.3	-0.4	-3.7	17.5	5.0	-1.0	109.0	6.5	104.0
CC(C)CNC(=O)c1cc(-c2ccc(Br)cc2)on1	-6.2	9.7	4.1	0.0	-2.1	3.0	100.0	-4.1	97.0
O=C(NCCNc1cc(Cl)ccc1[N+](=O)[O-])c1ccco1	-5.8	-3.9	1.8	32.6	0.7	10.0	99.0	-5.0	96.0
O=C1c2ccccc2NC(c2cn[nH]c2-c2ccccc2)N1O (stereo not drawn)	3.8	7.4	-1.3	13.3	4.5	-2.0	97.0	5.8	96.0
CN1C(CC(=O)Nc2ccc(Cl)cc2Cl)c2ccccc2CC1(C)C (stereo not drawn)	-21.6	4.4	nt	-5.4	-2.5	1.0	103.0	-1.2	102.0
COc1ccc(OC)c(NC(=O)c2ccc(Cl)cc2)c1	-13.1	13.8	10.6	8.4	1.2	7.0	107.0	-5.8	104.0
Cc1cc(NC(=O)c2cc(-c3cccc(Cl)c3)on2)no1	-3.6	-2.2	0.1	21.1	2.8	4.0	105.0	5.0	105.0
O=C(NCCCN1CCOCC1)c1ccc(CS(=O)(=O)c2c(Cl)cccc2Cl)o1	-6.9	0.0	0.2	18.9	-1.8	4.0	104.0	2.0	104.0
Cc1ccc(F)cc1NC(=O)c1ccc2c(c1)OCO2	-4.3	41.3	2.2	8.2	0.7	6.0	105.0	-4.4	101.0
N#CC(c1ccccc1O)N1N=C(c2ccccc2)CC1c1ccccc1 (stereo not drawn)	8.8	18.6	4.4	-26.9	0.0	-5.0	91.0	0.0	101.0
Cc1ccc(N(CC(N)=O)C2SC(=O)N(Cc3cccc(C(=O)O)c3)C2=O)cc1 (stereo not drawn)	-11.9	10.3	-0.1	10.9	-1.3	7.0	101.0	1.3	106.0
COCC(C)n1c(C)cc(C(=O)CSc2nnnn2-c2ccc(O)cc2)c1C (stereo not drawn)	-13.7	22.4	5.5	27.6	-1.3	-3.0	96.0	4.3	99.0
COC(=O)c1ccc(C(=O)OC)c(NC(=O)CN2CCC(C)CC2)c1	-6.1	2.1	3.8	-3.9	-5.1	-2.0	97.0	1.2	103.0
O=C(Nc1c(C(=O)O)oc2ccc(Br)cc12)c1ccccc1	-14.0	9.9	3.9	-9.0	0.2	8.0	106.0	3.1	102.0
Cc1ccccc1[C@@H]1C(C#N)=C(N)S[C@H]1C(=O)c1ccccc1	-11.6	-1.4	1.0	-0.8	0.1	-1.0	99.0	3.5	102.0
COc1cc(CNc2nc(C)c([N+](=O)[O-])c(C)c2C#N)cc(OC)c1	-6.3	7.9	3.7	31.0	3.9	-7.0	90.0	0.0	90.0
COc1ccc(CCNS(=O)(=O)c2cn(C)c(=O)n(C)c2=O)cc1OC	4.8	18.1	6.9	7.3	0.7	7.0	103.0	-10.1	99.0
Cc1ccc(Nc2ncccc2C(N)=O)cc1[N+](=O)[O-]	-2.2	-9.8	4.3	30.3	-3.4	2.0	98.0	3.7	98.0
Cc1nn(Cc2ccccc2)c(C)c1C(=O)OCC(=O)c1cc(C)n(CC(F)(F)F)c1C	-1.3	17.0	-3.2	-5.4	-0.2	-9.0	89.0	6.5	87.0
O=C(CSc1ncccn1)NCc1ccccc1Cl	2.7	-9.3	-3.6	22.9	10.6	7.0	110.0	-0.2	111.0
CC1CCCCC1NC(=O)COC(=O)c1ccc(S(=O)(=O)N2CCOCC2)cc1 (stereo not drawn)	-3.4	7.7	-1.2	-1.3	-4.2	0.0	98.0	2.1	99.0
CC1CCCCN1S(=O)(=O)c1ccc(S(=O)(=O)NCCc2ccncc2)cc1 (stereo not drawn)	5.8	1.3	2.0	7.2	1.3	1.0	100.0	3.1	110.0
O=C(COC(=O)c1cc(Cl)ccc1Cl)NCCN1C(=O)CSC1=O	2.2	10.0	-1.2	16.1	-2.0	0.0	112.0	1.7	111.0
CCOc1ccc(NC(=S)NC23CN4CN(CN(C4)C2)C3)cc1	6.5	-6.9	2.4	0.9	4.1	-13.0	87.0	5.6	97.0

From PubChem BioAssay
